# High-throughput results deposited in PubChem by several laboratories.
# NSD2 HMT inh = NSD2 histone methyltransferase inhibitors, primary screen, biochemical, AlphaScreen, single concentration, set 2; actives 0.54% (n = 310,000); NSD2 peptide methylation, 120 min; Histone-lysine N-methyltransferase NSD2 (Homo sapiens), O96028; inhibition, % at 12.5 µM; in the data active means inhibition above about 50%
# CAL PDZ FP-1 = untagged CAL PDZ binding inhibitors, primary screen, biochemical, fluorescence polarization, HTS; Golgi-associated PDZ and coiled-coil motif-containing protein (Homo sapiens), Q9HD26; AID 602252, 2012; purified CAL PDZ, TMR-peptide fluorescence polarization, 1 h; actives 0.92% (n = 300,000); inhibition, % at 24.9 µM;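 active means mean inhibition of at least 30% with at least half of replicates also reaching 30%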;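 further: 0% = DMSO neutral control and 100% = excess unlabeled competitor peptide PRC23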
# DAGLB inhibitor = DAGLB lipase inhibitors, primary screen, biochemical, fluorescence, HTS; AID 504411, 2011; actives 0.059% (n = 340,000); HEK293T DAGLB membrane lysate, EnzChek fluorogenic substrate; Diacylglycerol lipase-beta (Homo sapiens), Q8NCG7; inhibition, % at 5.17 µM; in the data active means inhibition above about 34%;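 further: 0% = enzyme with vehicle and 100% = wells lacking enzyme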
# Target sequence (Q8NCG7 whole entry, looked up): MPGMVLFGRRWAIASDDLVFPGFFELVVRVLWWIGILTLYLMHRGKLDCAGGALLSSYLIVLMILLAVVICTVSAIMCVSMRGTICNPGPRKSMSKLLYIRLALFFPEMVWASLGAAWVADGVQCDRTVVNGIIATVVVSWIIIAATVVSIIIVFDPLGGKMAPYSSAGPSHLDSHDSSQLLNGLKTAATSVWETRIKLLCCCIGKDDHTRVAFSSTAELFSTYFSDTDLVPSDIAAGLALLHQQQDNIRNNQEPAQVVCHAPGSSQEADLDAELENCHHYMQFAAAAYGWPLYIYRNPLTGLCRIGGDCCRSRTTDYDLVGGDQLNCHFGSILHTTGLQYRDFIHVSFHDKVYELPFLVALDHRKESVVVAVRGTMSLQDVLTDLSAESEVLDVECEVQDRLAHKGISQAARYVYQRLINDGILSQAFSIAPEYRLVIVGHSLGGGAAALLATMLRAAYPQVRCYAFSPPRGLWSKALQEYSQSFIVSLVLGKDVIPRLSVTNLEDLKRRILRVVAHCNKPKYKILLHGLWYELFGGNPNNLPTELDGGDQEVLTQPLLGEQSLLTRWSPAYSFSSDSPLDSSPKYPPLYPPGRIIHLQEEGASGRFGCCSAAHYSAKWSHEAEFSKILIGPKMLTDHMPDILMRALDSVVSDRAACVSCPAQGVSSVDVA
# CAL PDZ FP-2 = CAL PDZ peptide-binding inhibitors, primary screen, biochemical, fluorescence polarization, Cer-tagged CAL PDZ, HTS; Golgi-associated PDZ and coiled-coil motif-containing protein (Homo sapiens), Q9HD26; purified CAL PDZ, TMR-peptide fluorescence polarization, 1 h; inhibition, % at 20 µM; actives 0.02% (n = 330,000); AID 504414, 2011;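 active means highest replicate inhibition of at least 40%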;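 further: plate controls were DMSO neutral control wells for no effect and unlabeled competitor peptide control wells for full effect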
#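 Material: tagged CAL PDZ domain; buffer or medium: 25 mM sodium phosphate pH 7.4, 150 mM NaCl, TCEP, IgG, Thesit; compound dosing: single point, 20 µM; schedule: 1 h incubation at room temperature before polarization reading; measured by: FP readout, S and P plane fluorescence; read-out basis: percent inhibition from loss of millipolarization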
# Pemphigus Ab inh = inhibitors of pemphigus antibody binding to DSG3, primary screen, biochemical, bead-based, flow cytometry, scFv-GFP. Desmoglein-3 (Homo sapiens), P32926. DSG3-coupled beads, scFv-anti-DSG3-GFP binding; stronger effect = lower value. binding (percent of control), % at 10 µM. actives 0.48% (n = 310,000). AID 588358, 2011;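 active means binding more than 3 SD below its plate's average and above zero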;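 further: hits lower antibody fragment binding to DSG3; some compounds called inactive have numbers as strong as hits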
# Keap1 Nrf2 FP = Keap1-Nrf2 protein-protein interaction inhibitors, primary screen, biochemical, fluorescence polarization, single point | Kelch-like ECH-associated protein 1 (Homo sapiens), Q14145 | Keap1 Kelch-Nrf2 peptide fluorescence polarization, 1536-well | inhibition, % at 9.4 µM | actives 0.15% (n = 340,000) | AID 504523, 2011; in the data active means inhibition above about 12%;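 further: human Keap1 Kelch domain with fluorescein labeled Nrf2 9mer peptide probe; 0% = neutral control wells and 100% = peptide positive control; higher means more block of Keap1 binding to Nrf2 peptide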
# Arr AP2 block = inhibitors of beta-arrestin/AP2 binding, primary screen, biochemical, GPCR trafficking, flow cytometry; beta-arrestin 1 C-terminal peptide binding to AP2 beta2-adaptin appendage (human); FITC-arrestin peptide / GST-AP2 beads; AP2 beta2 appendage carries R879A mutation; inhibition, % at 10 µM; actives 0.31% (n = 340,000); AID 504490, 2011;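 active means inhibition above a set limit, near 3 SD of compounds lacking own fluorescence, cut at about 54% in these data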;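 further: plate controls were DMSO wells for no effect and 5 µM unlabelled arrestin peptide for full effect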
#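 Test system: GST-tagged AP2 beta2-adaptin appendage (R879A) on 4 µm glutathione beads; also added: fluorescein-tagged arrestin peptide at 50 nM final; timing: 12 min plus 1 h, RT; signal: flow cytometry, FL1 (488/535 nm); read-out: percent drop in bead-associated FITC signal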
# RTF Ca sens inh = cardiac RTF calcium sensitivity inhibitors, primary screen, biochemical, IANBD-TnC fluorescence, EC70 calcium | Troponin I, cardiac muscle (Homo sapiens) + Troponin T, cardiac muscle (Homo sapiens) + … | IANBD-labeled cardiac RTF, Ca2+ fluorescence | inhibition, % at 7.15 µM | actives 0.12% (n = 340,000);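 active means inhibition above the mean inhibition of all tested compounds plus 3 SD, cut at about 17% in these data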;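 further: assay run at fixed EC70 calcium of 1.6 mM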
# V-ATPase pH = regulators of yeast V-ATPase proton pumping, primary screen, pHLuorin cytosolic pH fluorescence. S. cerevisiae. response, % at 10 µM. actives 0.37% (n = 350,000); in the data active means response mostly above about 7.3%, no sharp cut-off; inactive means mostly below about 5.4%; further: actives read high; inactives centre near 0; some compounds called inactive have numbers as strong as hits; reference of the scale not given here
# LANA DNA inh = inhibitors of KSHV C-LANA binding to DNA, primary screen, biochemical, fluorescence polarization, FAM-LBS DNA, MBP-C-LANA, single point; inhibition, % at 9 µM; actives 0.078% (n = 340,000); AID 504423, 2011;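 active means highest replicate inhibition at or above 60% at 9 µM, even if other replicates fall short; inactive means all replicates below 60% inhibition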;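 further: 0% = neutral control wells and 100% = 4 µM acridine orange control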
# Numbers without * were called inactive; / = not tested or not shown. An excerpt; rates above refer to the full screens.
NSD2 HMT inh	Pemphigus Ab inh	V-ATPase pH	LANA DNA inh	CAL PDZ FP-1	Arr AP2 block	CAL PDZ FP-2	DAGLB inhibitor	RTF Ca sens inh	structure	Keap1 Nrf2 FP
38	/	1	-1.5	-1	-1	-1.2	11	-9	CN1CCN(/N=C/c2ccc(-c3ccc([N+](=O)[O-])cc3Cl)o2)CC1	-10
-3	113	-6	-0.5	/	-2	-0.6	-1	-5	Cc1cc(C)cc(NC(=O)CC2NCCNC2=O)c1 (centres undefined)	-6
-3	100	2	1.7	-1	10	1.0	-2	-15	Cc1ccc(NS(=O)(=O)c2cccc3cccnc23)c(Br)c1	-3
-1	103	-1	0.8	-1	7	0.9	2	-7	NC(=O)NCc1cccs1	-3
-2	105	1	-0.2	-1	37	-0.3	0	4	Cc1ccc(CSCC(=O)NCc2cccnc2)cc1	-3
2	118	0	2.1	-3	-5	0.4	2	-8	COC(=O)c1[nH]c2ccccc2c1NC(=O)Oc1ccccc1	0
0	105	-2	-0.3	/	-4	0.1	3	-12	Cc1ccc(OCCSc2nnc(-c3ccncc3)n2C)cc1	0
/	69	5	0.4	/	-1	-1.1	1	2	COc1cccc(CNC(=O)c2cc(S(=O)(=O)N3CCCC3)cn2C)c1	-5
-1	111	1	0.6	-2	13	-0.2	-2	-4	O=C(NCCCc1ccccc1)c1ccc([N+](=O)[O-])cc1Cl	-4
-4	/	-4	0.6	-7	11	2.0	-3	-2	COC(=O)c1ccccc1Oc1ccc(NC(=O)C(C)(C)CCl)cc1	-7
2	102	0	0.4	/	-1	-0.8	-2	4	O=C(CN(CCN1CCOCC1)C(=O)Cn1nnc(-c2ccc(F)cc2)n1)NC1CCCCC1	-8
6	103	1	1.5	10	36	-0.1	1	1	CN1CCN(/N=C/c2nc(-c3ccccc3)n3ccccc23)CC1	-3
0	102	1	-0.6	-2	8	-0.8	-3	3	Cc1cc(Br)ccc1SCC(=O)N1CCN(S(=O)(=O)c2ccccc2)CC1	0
/	100	-8	-3.5	-6	-1	/	-1	5	CCN(C(=O)c1cc2cc3ccc(C)cc3nc2o1)c1ccc(OC)cc1	1
1	106	4	1.2	0	-10	6.1	-1	1	O=C(CC1C(=O)NCCN1Cc1cccc(F)c1)NC1CCCCC1 (centres undefined)	-5
2	97	0	-0.8	-8	-3	-1.3	-1	-4	O=C(NCc1ccccn1)C(=O)Nc1nc(C23CC4CC(CC(C4)C2)C3)cs1	-4
/	100	4	-0.1	-2	2	-0.8	0	-4	COC(=O)Cn1cnc2c(nnn2-c2ccc(F)cc2)c1=O	-2
-1	121	1	1.3	-2	15	-2.2	-3	0	CC(NC(=O)c1ccccc1NC(=O)c1ccco1)c1ccccc1 (centres undefined)	1
0	108	-1	1.0	-4	12	-3.9	-3	0	O=S(=O)(NN=C1CCCCCC1)c1ccc(Cl)cc1	0
0	102	2	0.3	-9	2	-2.4	0	3	CCC(=O)Nc1ccc(Cl)c(NC(=S)NC(=O)c2ccco2)c1	0
/	95	2	-3.4	-3	7	-1.0	16	-1	CC(=NNC(=S)Nc1cccc(Cl)c1)c1ccccn1	-1
1	94	-4	-0.6	-4	-3	0.0	-3	-2	CC(=O)N/C(=C/c1ccc2c(c1)OCO2)C(=O)O	-1
3	101	6	2.1	-6	-4	0.2	2	0	CN(C(=O)c1cc2c(s1)-c1ccccc1S(=O)(=O)C2)c1ccccc1F	-7
-1	102	1	1.3	-3	0	-0.4	2	-5	Cc1ccc(OCC(=O)NNC(=O)c2cccnc2)cc1C	-1
0	88	-2	0.6	-1	-3	-2.0	2	-19	COc1cccc(-n2c(Cc3cc(=O)[nH]c(=O)[nH]3)nnc2SCc2cccc(C(F)(F)F)c2)c1	-2
2	100	2	0.6	-4	27	0.9	3	-4	O=C(CNc1cccc2ccccc12)N/N=C/c1ccc(C(=O)O)cc1	2
2	89	-3	0.1	-3	3	-1.1	-1	0	CCOc1ccc2[nH]c3nc(SCC(=O)NC4CCCC4)nnc3c2c1	-1
0	104	1	-1.5	11	-14	-0.5	-4	-4	CCCn1c(=O)n(C)c(=O)c2c(SC(C)C(=O)NCC3CCCO3)nc(CC(C)C)nc21 (centres undefined)	-10
-7	98	-1	-0.8	/	40	0.1	0	-7	COc1ccccc1/C=C/C(=O)NCC(=O)N/N=C(/C)c1ccc(Cl)cc1	1
0	101	-1	3.2	-2	-10	-1.7	-2	-13	COc1cc(NC(=O)CSc2nnc3ccc(-c4cccnc4)nn23)cc(OC)c1	2

# Complete entries as entered above.
# `Cc1ccc(OCCSc2nnc(-c3ccncc3)n2C)cc1` in the list: NSD2 HMT inh: 0; Pemphigus Ab inh: 105; V-ATPase pH: -2; LANA DNA inh: -0.3; CAL PDZ FP-1: /; Arr AP2 block: -4; CAL PDZ FP-2: 0.1; DAGLB inhibitor: 3; RTF Ca sens inh: -12; Keap1 Nrf2 FP: 0
# `COc1cc(NC(=O)CSc2nnc3ccc(-c4cccnc4)nn23)cc(OC)c1` in the list: NSD2 HMT inh: 0; Pemphigus Ab inh: 101; V-ATPase pH: -1; LANA DNA inh: 3.2; CAL PDZ FP-1: -2; Arr AP2 block: -10; CAL PDZ FP-2: -1.7; DAGLB inhibitor: -2; RTF Ca sens inh: -13; Keap1 Nrf2 FP: 2

# (continued)
NSD2 HMT inh	Pemphigus Ab inh	V-ATPase pH	LANA DNA inh	CAL PDZ FP-1	Arr AP2 block	CAL PDZ FP-2	DAGLB inhibitor	RTF Ca sens inh	structure	Keap1 Nrf2 FP
-1	113	-3	6.9	-10	-19	-1.4	3	-8	FC(F)(F)c1cccc(-c2nc3nc(Cl)c(Cl)nc3[nH]2)c1	0
5	104	-3	1.3	-4	-1	-2.6	12	0	CCOc1nc2ccccc2nc1NS(=O)(=O)c1ccc(Cl)cc1	-8
2	103	-1	0.9	-5	8	0.8	-3	-6	O=C(Nc1ccc(C(O)(C(F)(F)F)C(F)(F)F)cc1)c1ccc(Cl)c([N+](=O)[O-])c1	-2
/	/	-1	-0.7	/	2	0.2	-1	-2	NC(=O)C1CCN(C(c2ccccc2Cl)c2nnnn2CC2CCCO2)CC1 (centres undefined)	1
1	106	-2	0.9	2	3	-1.3	/	/	C/C(=N\NC(=O)C1=NNC(=O)C1C)c1cccs1 (centres undefined)	-5
/	/	7.1*	1.1	-1	0	-1.2	-1	-7	O=[N+]([O-])c1ccc(C2CNC(c3ccccc3)O2)cc1 (centres undefined)	-2
-3	98	-1	0.0	-4	-2	-2.4	0	-5	C=CCN(C(=O)c1ccc2c(c1)nnn2C)c1ccccc1	-3
3	100	2	1.7	/	6	0.0	-1	-5	COc1cccc(-c2csc(N3CCN(C(=S)Nc4ccccc4C)CC3)n2)c1	-7
-3	98	-5	2.2	-3	28	-2.2	2	-18	CCOC(=O)CCCCC1C(CCCC(=O)OCC)C=NN1C (centres undefined)	-1
0	99	1	0.1	2	-4	-1.1	0	0	CC(C)(C)C(=O)C[n+]1cccc(C(N)=O)c1	-7
1	111	-3	-1.8	-2	-8	-2.4	0	1	CC(=O)c1cccc(N(CC(=O)Nc2ccc(S(=O)(=O)N3CCOCC3)cc2)S(C)(=O)=O)c1	-7
-1	90	-1	1.5	-3	-6	/	0	-6	CN1C(=O)NC(c2cccc([N+](=O)[O-])c2)C2=C1CCCC2=O (centres undefined)	3
-2	107	3	1.0	-2	29	-1.3	-1	-1	COc1cc(C(=O)NCCc2nc3ccccc3n2C)cc(OC)c1OC	0
5	39	-2	0.1	2	17	-1.5	-1	5	CCn1c(SCC(=O)N/N=C/c2ccc(C)o2)nnc1-c1ccc(C(C)(C)C)cc1	-4
33	99	-1	0.9	0	3	0.1	-2	-7	N#Cc1c(-c2ccc3c(c2)OCO3)ccn2nc(-c3cccc(C(F)(F)F)c3)nc12	-4
-6	102	-4	-4.2	/	50	0.4	-2	-5	Cc1cc2c(NC(=O)CCCC(=O)O)cccc2nn1	3
/	100	2	1.9	-3	7	-0.6	2	-10	CC(C)NC(=O)Nc1ccc2c(c1)C(=O)N([C@H](C)CO)C[C@H](C)[C@@H](CN(C)C(=O)Nc1ccccc1)O2	0
-2	100	-1	-1.2	2	-4	-1.9	-1	-3	CC(Nc1nc(N2CCCCC2)nc2ccccc12)c1ccccc1 (centres undefined)	-4
/	95	-2	3.2	-1	26	0.2	3	5	O=C1N[C@@H](Cc2cn(S(=O)(=O)c3ccc([N+](=O)[O-])cc3)c3ccccc23)C(=O)N[C@H]1Cc1ccccc1	0
0	116	-1	-0.3	-2	2	-1.6	2	9	Nc1cccc2c1C(=O)N(C(=O)c1ccc(Cl)c(S(=O)(=O)N3CCCCCC3)c1)C2=O	-10
2	99	-4	-0.1	/	7	-1.9	0	-10	C=CCOc1c(Br)cc(CNc2ccc(NC(=O)C(C)C)c(OC)c2)cc1OC	3
-1	96	-2	2.3	-1	1	-2.0	-2	-1	CC(/C=N/NC(=O)c1nn(C)c(C)c1Br)=C\c1ccccc1	-4
-4	/	0	-0.2	6	18	-1.1	-14	-16	O=C(NCCC1=CCCCC1)NC12CC3CC(CC(C3)C1)C2	3
-1	108	-3	0.9	-4	12	-0.2	-2	2	Cc1nc2cc(C(F)(F)F)ccc2n1C1CCN(CC(=O)N2CCCC2)CC1	-6
-2	110	2	-0.9	0	-11	-0.6	-1	-4	CCC(C)N(C(=O)COC(=O)c1[nH]c(C)c(C(C)=O)c1C)C1CCS(=O)(=O)C1 (centres undefined)	-1
1	/	1	0.0	-4	29	-3.1	2	-3	CC(=O)c1c(N2CCOCC2)nc(=S)n(-c2cc(C)ccc2C)c1C	-14
-9	/	0	0.2	/	-7	0.6	1	0	Cc1ccc2c(c1)N(CC(=O)NC1CCCC1)C(=O)CO2	-1
-3	99	2	0.7	-1	-4	-2.0	-3	10	O=C(Nc1ccc2c(c1)OCCO2)c1ccc(Br)o1	3
3	102	0	0.8	0	4	-0.1	-1	-4	CC1(C)C(=O)Nc2ccccc2N1C(=O)COC(=O)c1cccnc1Cl	-1
3	/	2	-1.8	-4	21	-0.9	-1	-1	Cc1nc2c(=O)n(C)c(=O)[nH]c2n1Cc1ccccc1	0
0	101	-3	-1.4	2	6	-0.6	-6	-5	Cc1csc(SCC(=O)Nc2ccc(F)cc2Cl)n1	1
